# Screening data: PubChem BioAssay, several laboratories
# Tb MetRS inh – blocks T. brucei methionyl-tRNA synthetase activity. purified T. brucei MetRS, ATP depletion, Kinase-Glo luminescence. inhibition, % at 11.9 µM. 0.4% of 360,000 active. AID 624268;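 active = inhibition above a per-plate cutoff of the control wells' mean inhibition plus 3 SD, cut at about 5.5% in these data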;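 note: 0% = DMSO wells median and 100% = median of wells with control inhibitor compound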
#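 Assay system: T. brucei methionyl-tRNA synthetase, purified | Medium: HEPES buffer with MgCl2, KCl, DTT, spermine, BSA, pyrophosphatase | Compound: 11.9 µM single point | Incubation: 15 min enzyme-compound preincubation, 2 h reaction, 10 min detection, 25 °C | Measured by: Kinase-Glo luciferase luminescence reporting remaining unconsumed ATP | Measure: % inhibition normalized to control-well medians | Replication: Singlicate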
# NadD block – inhibitors of Staphylococcus aureus NadD. purified NadD enzyme, colorimetric absorbance read-out. inhibition, % at 20 µM. 0.78% of 360,000 active; in the data active = inhibition above about 26%; note: some compounds past the cut are filed as inactive
# STEP block – STEP (human) phosphatase inhibition; P54829; recombinant STEP, OMFP fluorogenic substrate, fluorescence; inhibition, % at 20 µM; 0.25% of 360,000 active; AID 588621;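 active = inhibition at 20 µM, scaled per plate between control wells, above about 37%, limit read from the data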;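 note: 0% = DMSO with enzyme and substrate and 100% = substrate only without enzyme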
#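 System: STEP phosphatase, cell-free reaction; Buffer or medium: Bis-Tris pH 6.0 buffer with DTT, detergent; Incubation: 20 min at room temperature, dark; Measured by: fluorescence, 480/540 nm.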
# Rpn11 block – Rpn11 (human) deubiquitinase inhibition; human 26S proteasome, Ub4-pepOG fluorescence polarization; 20S core pre-blocked with epoxomicin; calls only at 20 µM; 0.59% of 360,000 active; O00487;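 active = inhibition at 20 µM, scaled to each plate's controls, above about 33%, limit read from the data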
# SUMO1 PPI mod – alters human SUMO1 binding to SIM partners; AID 602429; inhibition, % at 20 µM; SUMO1 binding to a labelled peptide, TR-FRET, 1 h; P63165; 0.33% of 360,000 active; in the data active = inhibition above about 37%
# CSN inh – CSN deneddylation inhibition; AID 651999; Purified CSN, SCF-Nedd8-OG deneddylation, fluorescence polarization; 0.38% of 360,000 active; inhibition, % at 12.5 µM;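 active = pattern-corrected inhibition above about 35%, with an unprinted fluorescence ratio check between 0.5 and 1.5, limit read from the data, passing the limit was not always enough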;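 note: 0% = enzyme with substrate and 100% = substrate without enzyme; some results filed as inactive read as strong as hits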
#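 Test system: purified human Csn5 enzyme expressed in HEK293T cells. Amount: 0.24 nM enzyme. Reagent: SCFSkp2-Nedd8OG substrate at 10 nM final. Schedule: 90 min incubation of compound, enzyme and substrate at room temperature. Detection: fluorescence polarization. Read-out: % inhibition of substrate cleavage by Csn5.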
# DNMT1 block – inhibitors of human DNMT1; inhibition (reported as % activation of signal), % at 10 µM; 0.83% of 360,000 active; DNMT1 molecular beacon, Hinp1I cleavage, fluorescence; in the data active = inhibition above about 50%
# Target sequence (P26358 504-1616 limits assumed): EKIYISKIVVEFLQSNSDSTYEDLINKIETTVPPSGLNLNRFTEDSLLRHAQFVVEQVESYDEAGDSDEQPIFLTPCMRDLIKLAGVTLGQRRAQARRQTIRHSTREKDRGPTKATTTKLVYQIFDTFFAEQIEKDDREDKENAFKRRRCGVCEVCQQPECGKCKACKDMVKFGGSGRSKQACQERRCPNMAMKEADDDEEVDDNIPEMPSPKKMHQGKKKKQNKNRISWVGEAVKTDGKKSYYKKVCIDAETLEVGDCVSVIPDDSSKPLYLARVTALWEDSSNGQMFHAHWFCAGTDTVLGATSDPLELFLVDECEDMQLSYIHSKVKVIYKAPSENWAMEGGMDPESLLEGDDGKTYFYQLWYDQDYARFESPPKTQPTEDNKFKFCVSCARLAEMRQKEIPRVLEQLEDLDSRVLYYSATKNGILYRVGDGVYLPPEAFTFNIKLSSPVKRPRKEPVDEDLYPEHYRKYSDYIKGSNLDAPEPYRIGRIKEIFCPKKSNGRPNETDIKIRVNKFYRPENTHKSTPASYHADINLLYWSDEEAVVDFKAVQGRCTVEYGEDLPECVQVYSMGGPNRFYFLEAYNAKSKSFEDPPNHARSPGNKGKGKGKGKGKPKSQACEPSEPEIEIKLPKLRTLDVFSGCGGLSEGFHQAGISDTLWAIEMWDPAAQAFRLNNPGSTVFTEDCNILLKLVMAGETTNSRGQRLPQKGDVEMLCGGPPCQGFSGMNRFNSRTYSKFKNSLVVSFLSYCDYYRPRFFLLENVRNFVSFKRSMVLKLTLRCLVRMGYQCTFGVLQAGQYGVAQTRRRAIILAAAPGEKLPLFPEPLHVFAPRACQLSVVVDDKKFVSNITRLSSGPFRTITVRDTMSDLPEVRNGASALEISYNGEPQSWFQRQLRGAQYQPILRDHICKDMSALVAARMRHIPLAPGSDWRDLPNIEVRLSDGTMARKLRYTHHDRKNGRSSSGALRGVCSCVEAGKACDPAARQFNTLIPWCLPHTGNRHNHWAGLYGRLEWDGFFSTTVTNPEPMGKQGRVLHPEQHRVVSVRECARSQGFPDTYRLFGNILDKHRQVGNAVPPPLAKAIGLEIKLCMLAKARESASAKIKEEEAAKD
# MsrA inh – bovine MsrA inhibition | purified bovine MsrA, absorbance read-out | inhibition, % at 15.5 µM | 0.75% of 360,000 active | AID 651718; in the data active = inhibition above about 4.5%;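 note: 0% = vehicle wells with enzyme and 100% = reference inhibitor wells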
# LMPTP block – blocks human LMPTP phosphatase; P24666; recombinant LMPTP-A, OMFP fluorogenic substrate, fluorescence intensity; inhibition, % at 20 µM; 0.22% of 360,000 active;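 active = compounds that cut the enzyme signal by at least half of the control window in the single-dose screen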;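 note: plate controls were DMSO wells with enzyme plus substrate for no effect and substrate without enzyme for full effect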
#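 Test system: LMPTP-A phosphatase enzyme. Amount: LMPTP-A at 0.625 nM final in the reaction. Reagent: OMFP substrate, 400 µM final. Times: 50 min at room temperature. Signal: endpoint fluorescence intensity from OMFP dephosphorylation. Read-out basis: % inhibition. Benchmarks: no-enzyme and uninhibited controls.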
# Scp1 inh – blocks human Scp-1 phosphatase activity; AID 493091; inhibition, % at 20 µM; 0.88% of 340,000 active; Recombinant Scp1, phosphopeptide, malachite green phosphate absorbance;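 active = inhibition above about 50% at 20 µM, limit read from the data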;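 note: plate controls were DMSO wells with enzyme for no effect and wells lacking enzyme for full effect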
#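 Assay system: SCP-1 catalytic fragment, aa 76-261 | Buffer or medium: Tris acetate buffer pH 5.5 with MgCl2 and Tween-20 | Compound: One concentration, 20 µM, with 1.0% DMSO | Also added: Phospho 17-mer peptide substrate | Signal: Absorbance at 630 nm | Incubation: 45 min enzyme reaction at room temperature | Measure: % inhibition of SCP-1 phosphate liberation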
# * = called active by the depositor; i = inactive; . = not tested or not shown.
# Start of the data: the first 13 records, ahead of the listing:
SMILES,Tb MetRS inh,NadD block,STEP block,Rpn11 block,SUMO1 PPI mod,CSN inh,DNMT1 block,MsrA inh,LMPTP block,Scp1 inh
CC(=O)Nc1c(F)cc(Br)cc1F,0.2,2,-2,i,10,-3,1,1.4,-2.0,4
CC(C)(C)Cc1c(-c2ccc(Br)cc2)nc2ccc(Cl)cn12,-0.4,4,1,i,2,2,0,0.2,3.9,.
COCCn1c(SCC(=O)N2CCCCC2)nc2c(c1=O)SCC2,-0.5,1,-1,i,-2,1,0,1.2,0.2,1
Cn1nnnc1SCC(=O)NC(C)(C)C,-1.3,1,-3,i,-3,1,-1,-0.3,-1.7,-7
COC(=O)c1ccc(COC(=O)CNC(=O)C2CCCCC2)cc1,-0.8,0,-3,i,-2,1,9,-0.7,-0.4,-4
CC(Sc1nnc(-c2ccccc2F)n1C1CC1)C(N)=O (configuration not stated),-0.2,5,-2,i,35,-2,1,-0.4,-1.4,4
C/C(=N\NC(N)=S)c1ccc(Cl)s1,0.5,9,2,i,-9,-18,0,5.7*,-1.0,-10
Cn1nc(C(F)(F)F)c2cc(NC(=O)OCC(C)(C)C)sc21,-0.7,5,0,i,-1,1,-5,-0.3,2.3,-7
O=C(COc1ccc2ccccc2c1)Nc1cccc2cccnc12,-0.5,7,-3,i,-9,3,-14,0.3,2.7,2
COCCN1CCN(Cc2nc(Cc3ccc(OC)c(OC)c3)no2)CC1,-0.5,-6,2,i,-1,-1,3,0.4,-0.7,-5
c1ccc2[nH]c(CSc3ncnc4c3oc3ccccc34)nc2c1,0.9,8,0,i,0,-1,-1,0.6,2.9,1
S=c1[nH]nc(CCc2ccc(Cl)cc2)o1,0.1,6,1,i,4,7,0,-1.3,0.1,-7
CC(=O)Nc1nnc(CCN2CCCCC2)s1,-1.4,-3,2,i,-2,2,-2,-0.6,-0.3,-2

# This part in full, from the first entry:
SMILES,Tb MetRS inh,NadD block,STEP block,Rpn11 block,SUMO1 PPI mod,CSN inh,DNMT1 block,MsrA inh,LMPTP block,Scp1 inh
CC(=O)Nc1c(F)cc(Br)cc1F,0.2,2,-2,i,10,-3,1,1.4,-2.0,4
CC(C)(C)Cc1c(-c2ccc(Br)cc2)nc2ccc(Cl)cn12,-0.4,4,1,i,2,2,0,0.2,3.9,.
COCCn1c(SCC(=O)N2CCCCC2)nc2c(c1=O)SCC2,-0.5,1,-1,i,-2,1,0,1.2,0.2,1
Cn1nnnc1SCC(=O)NC(C)(C)C,-1.3,1,-3,i,-3,1,-1,-0.3,-1.7,-7
COC(=O)c1ccc(COC(=O)CNC(=O)C2CCCCC2)cc1,-0.8,0,-3,i,-2,1,9,-0.7,-0.4,-4
CC(Sc1nnc(-c2ccccc2F)n1C1CC1)C(N)=O (configuration not stated),-0.2,5,-2,i,35,-2,1,-0.4,-1.4,4
C/C(=N\NC(N)=S)c1ccc(Cl)s1,0.5,9,2,i,-9,-18,0,5.7*,-1.0,-10
Cn1nc(C(F)(F)F)c2cc(NC(=O)OCC(C)(C)C)sc21,-0.7,5,0,i,-1,1,-5,-0.3,2.3,-7
O=C(COc1ccc2ccccc2c1)Nc1cccc2cccnc12,-0.5,7,-3,i,-9,3,-14,0.3,2.7,2
COCCN1CCN(Cc2nc(Cc3ccc(OC)c(OC)c3)no2)CC1,-0.5,-6,2,i,-1,-1,3,0.4,-0.7,-5
c1ccc2[nH]c(CSc3ncnc4c3oc3ccccc34)nc2c1,0.9,8,0,i,0,-1,-1,0.6,2.9,1
S=c1[nH]nc(CCc2ccc(Cl)cc2)o1,0.1,6,1,i,4,7,0,-1.3,0.1,-7
CC(=O)Nc1nnc(CCN2CCCCC2)s1,-1.4,-3,2,i,-2,2,-2,-0.6,-0.3,-2
OCCC1CN(Cc2ccsc2)CCN1C1CCCC1 (configuration not stated),-0.8,2,0,i,3,-11,0,-1.4,-0.7,-1
O=C(NCC(F)(F)F)Nc1ncccn1,0.1,3,7,i,5,2,-1,-0.6,0.0,-8
CCOC(=O)c1c(C)nc(SC)c(C#N)c1-c1ccccc1,-0.9,-6,1,i,-2,-4,1,1.1,0.2,-5
CCOC(=O)c1oc2ccccc2c1CN1CCCCC1,-0.9,-4,-2,i,3,2,-5,0.8,-0.6,2
COc1ccc(Nc2nc(NCCO)nc(OC)n2)cc1,-0.6,0,-17,i,0,-2,0,0.5,-1.1,0
Cc1csc(N/N=C/c2ccc([N+](=O)[O-])cc2)n1,-0.2,3,1,i,-27,7,-8,0.4,2.1,-9
Nc1ncnc2c1ncn2[C@@H]1O[C@H](CNC(=O)[C@@H](N)Cc2ccc(C(=O)c3ccccc3)cc2)[C@@H](O)[C@H]1O,-0.3,-1,-2,i,3,0,2,-0.1,-2.0,.
CS(=O)(=O)N(CC(N)=O)Cc1ccc(Cl)cc1,-0.5,2,0,i,-4,0,1,0.2,0.5,-1
COC(=O)c1c(C)[nH]c(C(=O)CN2CCOCC2)c1C,-2.2,1,-14,i,-1,-6,0,-0.7,-1.1,-3
CCOCC(=O)Nc1ccc([N+](=O)[O-])cc1C,-1.2,1,-1,i,-7,-15,2,0.5,1.2,5
CCCCCN1C/C=C\C(c2ccc(OC)cc2)N(Cc2ccc(F)cc2)C(=O)C1 (configuration not stated),-0.3,0,-1,i,-2,0,6,-0.6,1.2,2
O=C(CSc1nc(-c2ccc(F)cc2)cs1)NCCN1C(=O)CSC1=O,-0.1,-4,0,i,8,0,0,1.8,-0.2,-3
# Going on with the list.
SMILES,Tb MetRS inh,NadD block,STEP block,Rpn11 block,SUMO1 PPI mod,CSN inh,DNMT1 block,MsrA inh,LMPTP block,Scp1 inh
COc1cc2c(cc1OC)C(c1cc(C)ccc1C)CC(=O)N2 (configuration not stated),-0.2,7,-2,i,1,4,3,-0.3,0.3,-5
COc1ccc(/C=N/NC(=O)Nc2cccc3nsnc23)c(OC)c1,-1.1,1,6,i,-2,31,30,0.1,-2.2,-21
CCC(C)N(C(=O)COC(=O)CSc1ccc(C)c(C)c1)C1CCS(=O)(=O)C1 (configuration not stated),-0.4,4,2,i,-23,1,-5,-0.5,-9.5,-5
Nc1ccc(NC(=O)c2ccco2)c(Cl)c1,0.1,9,-2,i,-4,-3,-2,-0.4,-1.9,-10
Cc1ccc(CSCC(=O)N(C)CC(=O)Nc2ccccc2Cl)cc1,0.2,-8,0,i,6,-4,1,-0.4,0.0,-7
CCC(=O)NC1=C(Nc2ccc(N)cc2)C(=O)c2ccccc2C1=O,-1.2,-1,5,i,-15,-2,-15,1.6,4.9,0
O=C(COc1cccc2cccnc12)N1CCc2ccccc21,-0.5,-3,1,i,19,5,1,0.0,-0.9,-3
O=C(c1nn(-c2ccccc2)c(=O)c2ccccc12)N1CCN(c2ncccn2)CC1,-0.5,-5,0,i,1,-3,1,-0.1,-1.3,-9
Cc1ccccc1Nc1c(F)c(F)c(F)c(F)c1C(=O)O,-0.5,4,-1,i,3,2,1,1.4,-0.8,-2
COc1ccc(/C(C)=N/Nc2nc(C)c(C(C)=O)s2)cc1,-0.1,6,0,i,-17,-1,-2,1.6,0.8,-5
CCOC(=O)CSC(=S)NC(=O)c1ccc(OC)cc1,-1.4,3,3,i,0,5,12,0.4,-1.1,-8
Cc1cc(NC(=O)COC(=O)C2CC(=O)N(c3ccccc3)C2)no1 (configuration not stated),-1.2,1,-1,i,4,-2,2,-0.6,-0.6,7
Cc1ccc(Cl)cc1NC(=O)COC(=O)CN1C(=O)C2CCCCC2C1=O (configuration not stated),-0.3,-2,-2,i,-9,-1,-9,-0.5,-0.4,-6
Cc1ccc(CNC(=O)CN(CCc2ccccc2)S(C)(=O)=O)cc1,0.1,-3,-4,i,4,-6,7,-1.6,0.2,-5
CC(=O)Nc1ccc(N=c2cc([N+](=O)[O-])cc(Cl)n2O)cc1,-0.5,-3,1,i,-46,0,0,0.0,-0.4,-9
NC(=O)C1CCN(c2ccc(C(F)(F)F)cc2[N+](=O)[O-])CC1,-0.7,1,2,i,-21,10,-3,-0.5,-0.6,-3
CCOC(=O)c1c(NC(=O)C(C)S(=O)(=O)c2cn(CC)c3ccccc23)sc2c1CCCC2 (configuration not stated),-0.4,-1,4,i,3,-1,-9,2.0,3.1,-17
Cc1cccc(NC(=O)c2cc[n+]([O-])cc2)c1C,-0.9,-2,-1,i,-1,5,1,-0.3,-0.6,-1
C/C(=N/OCC(=O)Nc1ccc(C)cc1C)c1cccs1,-1.4,-4,1,i,-5,0,4,-0.7,-0.8,-7
CC1CCC/C(=C\Nc2ccccc2C(=O)O)C1=O (configuration not stated),0.0,-4,5,i,0,3,-3,0.6,-1.2,-12
CC(C)(C)NC(=O)C(c1ccc(OCC(N)=O)cc1)N(C(=O)c1cccnc1)C1CC1 (configuration not stated),-0.1,-3,-7,i,4,-6,-6,0.6,1.2,0
COC(=O)Cc1ccc(N(Cc2ccccc2F)S(=O)(=O)c2ccc(C)cc2)cc1,-0.2,1,1,i,0,1,-2,-0.2,3.5,-15
Cn1c(N)c(C(=O)COC(=O)/C=C/c2ccccc2F)c(=O)n(C)c1=O,0.0,-1,-4,i,-11,-2,-4,-1.2,0.5,-15
COc1ccccc1OCc1ccc(C(=O)OCC2CCCO2)o1 (configuration not stated),-0.1,-14,-6,i,-1,-1,-1,-0.7,0.2,0
COC(=O)[C@]1(C)CCC[C@@]2(C)C3CC[C@]4(OC(C)=O)C[C@@]3(CCC21)CC4=NO (some centres not stated),-0.6,-1,-1,i,11,3,0,-0.1,-1.9,-3
CCOC(=O)c1ccc2nc(C(F)(F)F)[nH]c(=O)c2c1,-0.3,1,0,i,10,-1,1,-0.4,-0.6,-9
CN=Cc1sc2ccccc2c1O,-0.6,-6,1,i,-16,0,-7,1.9,-2.3,-10
COc1ccc(C(CC(=O)Nc2cc([N+](=O)[O-])ccc2OC)c2ccccc2)cc1 (configuration not stated),-0.2,-3,-1,i,-7,-4,1,-0.9,2.6,-23
CN1CC[C@@]2([C@@]34CCN(C)C3Nc3ccccc34)c3ccccc3NC12 (some centres not stated),0.0,-1,-4,i,0,4,1,0.6,-0.1,1
